# Source: PubChem BioAssay (National Center for Advancing Translational Sciences (NCATS))
# Epigenetic reg: Quantitative High-Throughput Screen for Regulators of Epigenetic Control. murine LDR cells, GFP reporter derepression, 30 h. Potency, µM (doses to about 53.9 µM), for the others: top-dose GFP activation, most hits filed as activators. hit rate 0.2% among 280,000. AID 1865, 2009; further: % of control where 0% means no effect; nearly all actives have a fitted effect of over 60% in size
#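 GFP-positive cell count by laser-scanning cytometry (objects 20–120 um) after 30 h, 37 C compound exposure of murine LDR cells; reporter is CMV-GFP integrated at a silenced locus, inducible by HDAC or DNMT inhibitors.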
# NPSR antagonist: qHTS Assay for Antagonists of the Neuropeptide S Receptor: cAMP Signal Transduction; hit rate 1% among 220,000; Q6W5P4; Potency, µM (titrated, usually from 38.3 µM), without a hit: top-dose activity change, negative = inhibition, hits mostly inhibitors; AID 1461, 2008; CHO-NPSR cells, cAMP TR-FRET, antagonist mode; further: on the % scale 0 is the no-effect control and ±100 the full control effect; nearly all actives have a fitted effect of over 50% in size; many of its hits are not listed in these tables
# Target sequence (Q6W5P4 whole entry, looked up): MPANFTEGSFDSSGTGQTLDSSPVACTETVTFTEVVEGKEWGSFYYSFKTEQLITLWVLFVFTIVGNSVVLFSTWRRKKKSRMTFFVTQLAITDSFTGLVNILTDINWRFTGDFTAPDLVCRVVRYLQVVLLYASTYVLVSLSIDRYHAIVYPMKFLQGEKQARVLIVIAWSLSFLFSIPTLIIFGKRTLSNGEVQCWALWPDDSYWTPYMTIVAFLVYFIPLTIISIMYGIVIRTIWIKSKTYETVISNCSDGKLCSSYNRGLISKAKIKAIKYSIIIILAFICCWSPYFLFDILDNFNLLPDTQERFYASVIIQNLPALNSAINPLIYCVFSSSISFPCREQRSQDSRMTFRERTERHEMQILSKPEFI
# GLA spleen mod: qHTS Assay for Inhibitors and Activators of Human alpha-Galactosidase From Spleen Homogenate; Alpha-galactosidase A (Homo sapiens), P06280; human spleen homogenate, 4MU-alpha-Gal fluorescence, 40 min; Potency, µM (doses to about 80 µM), without a hit: at the highest dose activity change, negative = inhibition, hits mostly inhibitors; hit rate 0.008% among 240,000;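 further: 0% = enzyme with vehicle and -100% = no enzyme basal signal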
#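 qHTS titration in buffer at pH 5.0. Alpha-galactosidase activity in spleen homogenate was measured via 4-methylumbelliferone release from 1 mM fluorogenic substrate after 40 min at 37C and a pH 10 stop. AC50 came from Hill fits of control-normalized data.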
# ALDH1A1 inh: qHTS Assay for Inhibitors of Aldehyde Dehydrogenase 1 (ALDH1A1). Purified ALDH1A1, NADH fluorescence, propionaldehyde substrate. AID 1030, 2008. Potency, µM (doses to about 75.3 µM), inactives show top-dose activity, negative = inhibition, usual class: inhibitors. hit rate 7.3% among 220,000; active means well fitted inhibition curve with a large enough effect, not every such curve was filed as active; inconclusive means small, poorly fitted or top-dose-only effect, or another doubt; inactive means no such curve, though single readings can be large or run the other way;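 further: plate controls were no enzyme wells and a reference inhibitor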
# Target sequence (P00352 whole entry, looked up): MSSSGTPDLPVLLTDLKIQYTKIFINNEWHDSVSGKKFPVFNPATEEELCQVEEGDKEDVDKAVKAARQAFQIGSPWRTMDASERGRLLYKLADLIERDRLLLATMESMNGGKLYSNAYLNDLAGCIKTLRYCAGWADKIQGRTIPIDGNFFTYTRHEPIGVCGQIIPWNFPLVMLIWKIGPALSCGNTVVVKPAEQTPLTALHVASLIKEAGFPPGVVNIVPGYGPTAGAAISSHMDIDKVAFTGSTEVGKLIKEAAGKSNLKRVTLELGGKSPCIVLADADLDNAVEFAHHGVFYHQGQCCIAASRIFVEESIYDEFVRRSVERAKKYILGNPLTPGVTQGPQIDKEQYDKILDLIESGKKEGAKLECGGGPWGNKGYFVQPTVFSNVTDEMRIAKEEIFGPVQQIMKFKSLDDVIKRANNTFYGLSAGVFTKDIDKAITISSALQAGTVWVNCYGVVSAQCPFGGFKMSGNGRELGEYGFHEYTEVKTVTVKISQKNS
# GAA spleen mod: qHTS Assay for Inhibitors and Activators of Human alpha-Glucosidase From Spleen Homogenate; AID 2112, 2009; human spleen homogenate, 4-MU-alpha-glucoside fluorescence; hit rate 0.006% among 240,000; Potency, µM (highest dose often 79.9 µM), inactives show top-dose activity change, negative = inhibition, hits mostly inhibitors;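 further: 0% = enzyme with vehicle and -100% = no enzyme basal signal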
#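 Human spleen homogenate (1 ug) incubated with compounds and 1 mM 4-methylumbelliferyl-alpha-D-glucopyranoside in pH 5.0 citrate/phosphate buffer, 37 C, 40 min. Stopped at pH 10; 4-MU fluorescence (Ex 365/Em 440 nm); AC50 by Hill fit.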
# GAA inhib: qHTS Assay for Inhibitors of Human alpha-Glucosidase as a Potential Chaperone Treatment of Pompe Disease. Potency, µM (doses to about 76.9 µM), without a hit: at the top dose activity change, negative = inhibition, actives largely listed as inhibitors. hit rate 0.005% among 200,000. Lysosomal alpha-glucosidase (Homo sapiens), P10253. purified human GAA, 4-MU-alpha-glucoside fluorescence. AID 1466, 2008;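 further: plate controls were uninhibited enzyme wells for no effect and no-enzyme background for full effect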
#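 Human enzyme at 4 nM with 400 uM 4-methylumbelliferyl-alpha-D-pyranoside, citrate/phosphate buffer pH 5.0, 0.005% Tween-20, 20 min at room temperature. Compounds up to 77 uM. 4-MU fluorescence (Ex 365/Em 440) read after NaOH/glycine stop; AC50 from Hill fit.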
# GAA glycogen mod: qHTS Assay for Inhibitors and Activators of Human alpha-Glucosidase Cleavage of Glycogen. Lysosomal alpha-glucosidase (Homo sapiens), P10253. recombinant GAA, glycogen substrate, Amplex Red glucose oxidase fluorescence. Potency, µM (highest dose often 76.4 µM), for the others: top-dose activity change, negative = inhibition, hits mostly inhibitors. hit rate 0.38% among 300,000. AID 2100, 2009;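 further: 0% = full enzyme reaction and -100% = no-enzyme basal signal; the screen sought inhibitors and activators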
#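 Recombinant enzyme (4 nM final) with compounds titrated up to 77 uM and bovine liver glycogen (30 ug) in citrate pH 5.0, 0.01% Tween-20, 37 C 40 min. Released glucose detected by Amplex Red/glucose oxidase (Ex 573/Em 610); AC50 from Hill fits.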
# Tau fluor cs: Counterscreen qHTS for Inhibitors of Tau Fibril Formation, Fluorescence Polarization. tau K18 P301L Alexa594 fluorescence, heparin fibrillization. Potency, µM (series often up to 57.7 µM), for inactives: top-dose activity change, negative = decrease. hit rate 0.93% among 280,000. AID 1463, 2008; further: on the % scale 0 is the no-effect control and ±100 the full control effect; nearly all actives have a fitted effect of over 55% in size
#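 Human tau K18 P301L (15 uM unlabeled, 0.24 uM Alexa 594-labeled) in 100 mM sodium acetate pH 7 with 20 uM heparin, 6 hr at 37 C. ThT 30 uM added, 1 hr ambient; Alexa 594 FP and total fluorescence read at 555/632 nm.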
# Starred values were filed as active, the others as inactive; ? = inconclusive; / = not tested or not shown; [ ] = dose if it differs, or a comment. Unless noted, the call rests on the fitted dose curve; in most records, active means well fitted curve in the direction sought with a large enough effect; inconclusive means small, poorly fitted or top-dose-only effect, or another doubt; inactive means no such curve, though single readings can be large; an effect the other way counts as inactive or inconclusive. Potency means the concentration at half of the fitted maximal effect. A portion of the library (hit frequency here may not be typical).
SMILES,Epigenetic reg,NPSR antagonist,GLA spleen mod,ALDH1A1 inh,GAA spleen mod,GAA inhib,GAA glycogen mod,Tau fluor cs
c1ccc2c(Nc3ccncc3)nc(-c3ccc4c(c3)OCO4)nc2c1,-2.0%,/,1%,?,4%,/,/,?
NC(=O)CCN(Cc1ccccc1)S(=O)(=O)c1ccccc1,-0.9%,-20%[46.1 µM],-1%,7%,-5%,0%,-10%,-6%
CCOC(=O)c1c(C)nc2c(c1-c1ccccc1)C(=O)c1ccccc1-2,-1.2%,-15%[46.1 µM],-10%,?,-2%,-7%,-3%,?
CCOc1ccc(-n2c(SCC(=O)Nc3ccc4c(c3)OCO4)nc3c(c2=O)SCC3)cc1,0.0%,-16%[46.1 µM],-7%,-15%,-11%,1%,3%,-25%
CC(=O)CCc1ccc2oc(C(=O)O)c(C)c2c1,1.5%,-13%[46.1 µM],-10%,2%,1%,4%,-10%,-6%
COc1c(C)cc(C(=O)C2CCCN(C(=O)c3ccc4[nH]ccc4c3)C2)cc1C (stereo unspecified),-1.1%,25%,-3%,-6%,9%,-6%,-15%,-12%
Cc1cccc(Nc2nc(NCc3ccco3)c3ccccc3n2)c1,0.0%,?,7%,?,-3%,6%,-8%,?
COc1ccc(S(=O)(=O)N2CCCCC2)cc1NC(=O)c1ccc(=O)[nH]c1,-4.0%,8%,2%,-7%,2%,2%,-6%,-1%
CCc1ccc(N2C(=O)CC(c3ccc(F)cc3)C3=C2COC3=O)cc1 (stereo unspecified),1.1%,-12%,-5%,?,-1%,3%,3%,-7%
O=C(Cn1c(=O)oc2cc(S(=O)(=O)N3CCCCC3)ccc21)N1CCc2ccccc21,?,-4%[46.1 µM],-3%,5%,4%,-2%,-4%,-12%
CCCCC(CCC(=O)Nc1ccc(C(=O)OC)cc1)C(=O)O (stereo unspecified),-2.0%,5%[46.1 µM],4%,6%,5%,1%,10%,-1%
NC(=O)C1CCN(C(=O)CSc2ncccn2)CC1,4.5%,-5%,3%,1%,-4%,10%,-6%,0%
O=C(CCCOc1ccccc1)Nc1ccccc1C(F)(F)F,0.0%,-13%,6%,-2%,6%,-6%,-6%,-5%
CC(=O)C1C(c2ccccc2Cl)NC(=O)NC1(O)C(F)(F)F (stereo unspecified),-3.5%,-10%[46.1 µM],-4%,-8%,-1%,-1%,2%,-7%
COc1ccc(C)cc1N(CC(=O)Nc1ccc2c(c1)OCCO2)S(C)(=O)=O,-3.4%,-12%,-2%,4%,0%,1%,4%,0%
COC(=O)c1cc(NC(=O)CCc2c(C)nc3ncnn3c2C)cc(C(=O)OC)c1,0.0%,-7%[46.1 µM],0%,?,-3%,?,-8%,-4%
CCN(CC)S(=O)(=O)c1ccc(Cl)c(C(=O)Nc2nncs2)c1,-0.2%,-15%[46.1 µM],-7%,?,-7%,-5%,6%,-1%
Cc1cccc(-c2noc(CCc3ccccc3)n2)c1,0.7%,4%[46.1 µM],6%,-2%,-1%,-8%[15.4 µM],-11%,-10%
CC(OC(=O)CN(C)S(=O)(=O)c1ccc(Cl)cc1)C(=O)Nc1cccc(Cl)c1 (stereo unspecified),-2.3%,-17%[46.1 µM],4%,3%,3%,-5%,-11%,?
O=C(CCn1nnc2ccccc21)NNC(=O)C1CCCCC1,-3.9%,11%,-1%,?,-2%,8%,2%,-3%
CC(C)c1ccc(NC(=S)NCCc2c[nH]c3ccccc23)cc1,0.9%,-20%,-30%,?,-13%,-13%,1%,11µM*[quencher]
C/C(=N\NC(=O)c1cccc(S(=O)(=O)Nc2ccccc2Cl)c1)c1ccco1,-0.9%,1%,2%,?,-15%,-5%,-15%,-8%
CCCC(=O)N(CCN(Cc1ccccc1)C(=O)CCC)Cc1ccccc1,-1.2%,-26%[46.1 µM],2%,-7%,-1%,2%,6%,3%
N#Cc1nc(-c2ccc(OCc3ccccc3)cc2)oc1NCc1cccnc1,-4.3%,2%[46.1 µM],-3%,?,-1%,-2%,?,?

# An excerpt from above in order of SMILES length, smallest number first.
SMILES,Epigenetic reg,NPSR antagonist,GLA spleen mod,ALDH1A1 inh,GAA spleen mod,GAA inhib,GAA glycogen mod,Tau fluor cs
Cc1cccc(-c2noc(CCc3ccccc3)n2)c1,0.7%,4%[46.1 µM],6%,-2%,-1%,-8%[15.4 µM],-11%,-10%
CC(C)c1ccc(NC(=S)NCCc2c[nH]c3ccccc23)cc1,0.9%,-20%,-30%,?,-13%,-13%,1%,11µM*[quencher]
CC(=O)C1C(c2ccccc2Cl)NC(=O)NC1(O)C(F)(F)F (stereo unspecified),-3.5%,-10%[46.1 µM],-4%,-8%,-1%,-1%,2%,-7%
CCN(CC)S(=O)(=O)c1ccc(Cl)c(C(=O)Nc2nncs2)c1,-0.2%,-15%[46.1 µM],-7%,?,-7%,-5%,6%,-1%
CC(OC(=O)CN(C)S(=O)(=O)c1ccc(Cl)cc1)C(=O)Nc1cccc(Cl)c1 (stereo unspecified),-2.3%,-17%[46.1 µM],4%,3%,3%,-5%,-11%,?

# Continuation:
SMILES,Epigenetic reg,NPSR antagonist,GLA spleen mod,ALDH1A1 inh,GAA spleen mod,GAA inhib,GAA glycogen mod,Tau fluor cs
CCOC(=O)N1CCC(N2C(=O)c3ccc(C(=O)O)cc3C2=O)CC1,1.8%,-1%[46.1 µM],6%,4%,2%,5%,0%,-4%
O=C(Nc1cccc(NC(=O)c2cccs2)c1)c1ccc2c(c1)OCCO2,1.1%,12%,5%,-6%,6%,5%,-13%,?
CCOC(=O)CNc1nc(C#N)nc(N2CCOCC2)n1,-1.1%,-7%[46.1 µM],-5%,4%,4%,2%,-5%,-7%
CN(C)c1ccccc1C(=O)N1CCCC(C(=O)c2ccc3ccccc3c2)C1 (stereo unspecified),-1.7%,23%,0%,?,-3%,0%,-4%,-7%
CC1=C(C(=O)OCC(C)C)C(c2ccsc2)C2=C(CCCC2=O)N1 (stereo unspecified),-2.0%,-3%,2%,?,-6%,2%,9%,-4%
Cc1nnc(-c2cccc(Br)c2)c2cn(-c3ccccc3)nc12,-0.7%,-28%[46.1 µM],2%,-8%,-9%,-2%,-1%,-11%
CCOC(=O)c1sc(-c2ccc(F)cc2)cc1N,-1.0%,-5%[46.1 µM],6%,-14%,0%,-6%,-1%,?
CCOc1ccc(C2C(C(=O)c3ccco3)=C(O)C(=O)N2Cc2cccnc2)cc1 (stereo unspecified),-1.0%,3%[46.1 µM],9%,-3%,4%,-11%,4%,0%
Cc1nn(-c2ccccc2)c(Cl)c1/C=C/C(=O)c1ccccc1,2.7%,?,6%,?,1%,0%,-10%,-19%
COc1cccc(CCNC(=O)CC2C(=O)NCCN2Cc2ccc(Cl)c(F)c2)c1 (stereo unspecified),-4.2%,-8%,-3%,?,-2%,6%,7%,-9%
CCCCOC(=O)Nc1ccccc1C(N)=O,0.0%,10%[46.1 µM],3%,3%,5%,-3%,-17%,1%
CCc1cccc2c(C(=O)CN3C(=O)NC(C)(c4cccc5ccccc45)C3=O)c[nH]c12 (stereo unspecified),-0.7%,57%,-29%,2%,-2%,-15%,4%,?
CCCN(CC(=O)Nc1cc(Cl)cc(Cl)c1)CC(=O)Nc1ccc(F)c(F)c1F,0.9%,?,4%,?,-7%,-7%,-9%,-10%
O=C(COC(=O)CN1C(=O)c2ccccc2C1=O)Nc1ccc(S(=O)(=O)N2CCCC2)cc1,-3.0%,-9%[46.1 µM],4%,?,-3%,-12%,2%,-19%
O=C1C(=O)N(Cc2ccco2)C(c2cccs2)/C1=C(\O)c1cccc([N+](=O)[O-])c1 (stereo unspecified),-3.9%,-4%,-1%,/,0%,/,6%,-5%
C=CCSC1=N/C(=C\c2cc(OCC)c(OC(C)=O)c([N+](=O)[O-])c2)C(=O)S1,0.0%,-10%,7%,0%,10%,-1%,-28%,12%
Cc1ccc(C(=O)CC(C(=O)O)n2cccn2)cc1 (stereo unspecified),-0.8%,4%[46.1 µM],-5%,8%,0%,-12%,4%,5%
O=C(COC(=O)c1cc2c(s1)CCCC2)Nc1ccc(Cl)cn1,-1.0%,-2%,2%,5%,-2%,3%,10%,-3%
O=C(Cn1cnc2c(cnn2-c2ccc(Cl)cc2)c1=O)NCC1CCCO1 (stereo unspecified),-1.0%,4%[46.1 µM],3%,-8%,-4%,-5%,-2%,-1%
CN(Cc1ccccc1)C(=O)CC(c1ccccc1)c1cc(Cl)ccc1O (stereo unspecified),-1.1%,?,-6%,-8%,-7%,-4%,-7%,-29%
C=CCn1c(SCC(=O)NCCCC(=O)OCC)nc2scc(-c3ccco3)c2c1=O,-1.6%,-3%,-3%,?,-3%,-9%,0%,-6%
O=C(O)c1ccc(N2C(=O)C3ON(c4ccccc4)C(c4ccccc4F)C3C2=O)cc1 (stereo unspecified),-5.4%,-27%[46.1 µM],0%,?,-22%,0%,-6%,6%
CC(C)(O)C#Cc1ccc(C(=O)NCCc2ccc(S(N)(=O)=O)cc2)cc1,10%,7%,0%,7%,-4%,8%,7%,-1%
Cc1ccc(/C(N)=N/OC(=O)N2CCOCC2)cc1,0.3%,8%[46.1 µM],3%,8%,-3%,-1%,10%,2%
CS(=O)(=O)N1N=C(c2cccs2)CC1c1ccco1 (stereo unspecified),0.0%,-10%,-2%,20µM*,-3%,-1%,6%,-5%
NC(=O)NC(Cc1ccccc1)C(=O)Nc1ccc(S(N)(=O)=O)cc1 (stereo unspecified),1.9%,-4%[46.1 µM],1%,11%,-1%,4%,3%,1%
CN(C)S(=O)(=O)c1ccc(C(=O)NCc2ccc3[nH]c4c(c3c2)CCCC4)cc1,4.0%,-12%,-8%,?,-6%,0%,-8%,?
CCOC(=O)N1CCN(S(=O)(=O)/C=C/c2ccccc2)CC1,0.7%,-23%[46.1 µM],-9%,2%,-2%,?,10%,-7%
